Source: PubChem
Jurkat viability: cytotoxic compounds reducing Jurkat cell viability; 56,000 compounds, 1.2% hits; Jurkat E6.1 viability, ATP luminescence, 48 h; inhibition, % at 4 µM;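 active = inhibition above the mean inhibition of all tested compounds plus 3 SD, cut at about 28% in these data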
S1P1 ag-PAM: S1P1 (human) agonism or agonism potentiation | P21453 | S1P1 CRE-bla cells, forskolin, beta-lactamase FRET, potentiator mode; S1P1 agonist co-added at EC20, 2 nM; 100% = saturating reference agonist, 0% = basal | activation, % at 9.5 µM | 56,000 compounds, 0.57% hits | AID 449;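 active = activation above a cutoff set at the mean activation of all tested compounds plus 3 SD, cut at about 54% in these data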;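 note: forskolin at 4 µM as EC80 and the EC20 agonist is SEW2871; 100% = SEW2871 at its EC100 plus forskolin at EC80; some compounds past the cut are filed as inactive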
HER2 expr 66K: lowers expression of human Her2 kinase; HER2 level % of control, % at 10 µM; P04626; SKBR-3 HER2 protein level, AlphaScreen, 18-24 h; stronger effect = lower value; 65,000 compounds, 0.69% hits;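 active = HER2 level under 5% of the carrier-only control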;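 note: 100% = DMSO carrier and 0% = 500 nM PU-H71 HSP90 inhibitor; lower value means stronger loss of Her2 protein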
HEK293 NFkB inh: inhibitors of the PMA/ionomycin-induced NF-kB reporter in HEK293 cells; inhibition, % at 3 µM; 62,000 compounds, 0.21% hits; AID 465; HEK-293 NF-kB luciferase reporter, luminescence;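 active = inhibition above the mean of all tested compounds plus 3 SD, cut at about 40% in these data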;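 note: 0% = stimulated DMSO wells and 100% = 10 µM reference inhibitor 5653914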
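Reagent: PMA plus ionomycin mix as NF-kB-activating stimulus. Assay system: NF-kB luciferase reporter HEK-293 cells. Technique: luminescence from luciferase substrate reagent. Incubation: 1 h compound pre-incubation, 16 h PMA/ionomycin at 37 °C. Benchmarks: DMSO only as uninhibited control, 10 µM reference inhibitor as full inhibition. Repeats: tested once.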
5HT1E ag: activates the human 5-HT1E serotonin receptor; P28566; CHO 5-HT1E Ga15 NFAT-bla reporter, FRET; 0% DMSO wells, 100% control agonist wells; activation, % at 6 µM; 65,000 compounds, 0.69% hits; AID 574;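 active = activation above a set limit, the screen-wide mean activation plus 3 SD, cut at about 8.5% in these data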;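 note: 100% = positive control agonist at 1 µM giving full maximal response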
Target sequence (P28566 whole entry, looked up): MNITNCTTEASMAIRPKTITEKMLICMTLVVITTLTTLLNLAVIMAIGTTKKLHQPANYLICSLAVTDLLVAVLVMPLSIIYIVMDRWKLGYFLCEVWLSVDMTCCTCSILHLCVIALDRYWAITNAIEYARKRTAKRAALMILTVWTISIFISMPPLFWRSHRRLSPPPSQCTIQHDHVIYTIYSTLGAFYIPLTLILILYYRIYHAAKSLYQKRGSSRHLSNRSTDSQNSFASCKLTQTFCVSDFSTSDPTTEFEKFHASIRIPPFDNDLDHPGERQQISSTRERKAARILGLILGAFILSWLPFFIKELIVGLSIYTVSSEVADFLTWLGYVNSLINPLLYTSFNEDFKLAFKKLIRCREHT
S1P3 agonist: agonists of human S1P3 receptor | Q99500 | S1P3 NFAT-BLA reporter cells, agonism, FRET ratio; relative to 1 µM S1P, basal subtracted | activation, % at 4.5 µM | 60,000 compounds, 0.1% hits;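 active = activation above the screen-wide mean plus 3 SD, cut at about 4.5% in these data, passing the limit was not always enough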; note: some compounds called inactive have numbers as strong as hits
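material = human S1P3 NFAT-BLA reporter CHO cells | schedule = 4 h compound at 37 °C, 2 h substrate at RT | measured by = fluorescent BLA substrate, ex 405 nm, em 460/535 nm ratio | controls = 1 µM S1P reference | replication = primary once, confirmation triplicate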
M1 ag: M1 muscarinic receptor agonism; CHO-M1 cells, Fluo-4 calcium fluorescence, agonist mode; stronger effect = higher value; B-score at 10 µM; 64,000 compounds, 3% hits; AID 626;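 active = fluorescence rise, raw or as B-score row- and column-corrected plate score, outside the 99.7% band of its plate's samples, either direction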
5HT1E antag: 5-HT1E (human) receptor antagonism; P28566; CHO 5-HT1E Ga15 NFAT-bla reporter, FRET, antagonist; inhibition, % at 6 µM; 65,000 compounds, 0.99% hits; AID 571;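 active = inhibition above a set limit, the mean inhibition across every tested compound plus 3 SD, cut at about 29% in these data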;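 note: signal is the 460 over 535 nm emission ratio of beta-lactamase substrate; 0% = agonist plus DMSO wells and 100% = wells without agonist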
M1 antagonist: blocks the rat M1 muscarinic receptor response to acetylcholine | P08482 | AID 628 | CHO-M1 cells, Fluo-4 calcium, ACh EC80 antagonist mode; stronger effect = lower value | 64,000 compounds, 3.4% hits | B-score at 10 µM;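 active = calcium fluorescence response, raw or row-and-column corrected B-score, differing from the plate sample mean either way at a set confidence level, mostly lower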
Target sequence (P08482 whole entry, looked up): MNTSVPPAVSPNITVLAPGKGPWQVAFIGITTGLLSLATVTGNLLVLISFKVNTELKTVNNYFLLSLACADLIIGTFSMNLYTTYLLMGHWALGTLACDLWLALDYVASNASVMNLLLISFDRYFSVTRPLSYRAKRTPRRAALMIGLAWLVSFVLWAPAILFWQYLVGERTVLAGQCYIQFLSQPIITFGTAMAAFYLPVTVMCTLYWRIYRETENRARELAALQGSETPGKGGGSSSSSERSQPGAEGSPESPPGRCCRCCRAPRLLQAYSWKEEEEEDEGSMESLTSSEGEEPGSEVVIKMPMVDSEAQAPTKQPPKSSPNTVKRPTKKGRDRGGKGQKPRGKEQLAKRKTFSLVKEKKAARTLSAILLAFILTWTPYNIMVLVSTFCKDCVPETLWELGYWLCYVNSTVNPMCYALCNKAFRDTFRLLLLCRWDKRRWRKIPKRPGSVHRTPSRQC
* = called active by the depositor; / = no result given. Hits appear at their usual frequency, and some 9.2% of all compounds hit somewhere here.

SMILES	Jurkat viability	S1P1 ag-PAM	HER2 expr 66K	HEK293 NFkB inh	5HT1E ag	S1P3 agonist	M1 ag	5HT1E antag	M1 antagonist
NS(=O)(=O)c1ccc(CCNC(=O)C2CCCN(S(=O)(=O)c3cccnc3)C2)cc1 (centres undefined)	-6	-28	84	0	-0.4	-0.5	0.024	6	0.2
COCCNC(=O)Cc1cn(C)c2ccccc12	/	/	95	2	0.3	/	-0.65	-5	-0.2
Cc1cc(=O)oc2cc(OCC(O)CN3CCN(c4ccccc4)CC3)ccc12 (centres undefined)	6	11	106	19	1.0	-1.1	0.045	2	-1.4
COc1ccc(Nc2nc(-c3sc(N)nc3C)cs2)cc1	-2	12	124	1	-0.6	-0.1	-0.86	6	-0.083
c1ccc(N2CCN(c3nc(-c4ccccn4)nc4ccccc34)CC2)cc1	/	13	102	/	0.2	-2.4	4.4	0	-0.92
CCC(=O)N1CCc2cc(S(=O)(=O)CCC(=O)Nc3ccc(CC)cc3)ccc21	4	4	125	13	-0.6	0.5	-0.0039	-2	-0.21
CCSc1nnc(Nc2ccccc2)s1	-2	5	114	-19	0.2	-0.2	-0.16	-20	0.27
COCCNC(=O)c1csc2c1CCCC2	4	-1	113	23	-0.4	-0.9	-0.079	-8	0.16
Cc1sc2ncnc(OCC(=O)c3ccc(S(=O)(=O)N4CCCC4)cc3)c2c1C	1	8	158	18	0.6	-0.2	-0.3	-10	-3.1*
Cn1cccc1Cc1nnc(SCC(=O)Nc2cccc(Cl)c2)n1-c1ccc(F)cc1	-8	8	78	11	0.7	0.3	0.67	0	-0.00069
CN(C)c1ccc(NC(=O)CCCc2ccccc2)cc1	-6	/	99	-50	0.7	-0.1	-0.17	-8	0.46
Oc1ccc(CN2CCN(Cc3ccccc3)CC2)c2cccnc12	-4	-11	104	8	1.0	-0.6	-0.17	30*	0.2

Compound profiles (already shown):
`Cc1sc2ncnc(OCC(=O)c3ccc(S(=O)(=O)N4CCCC4)cc3)c2c1C` is listed as Jurkat viability = 1; S1P1 ag-PAM = 8; HER2 expr 66K = 158; HEK293 NFkB inh = 18; 5HT1E ag = 0.6; S1P3 agonist = -0.2; M1 ag = -0.3; 5HT1E antag = -10; M1 antagonist = -3.1*
`COCCNC(=O)Cc1cn(C)c2ccccc12` is listed as Jurkat viability = /; S1P1 ag-PAM = /; HER2 expr 66K = 95; HEK293 NFkB inh = 2; 5HT1E ag = 0.3; S1P3 agonist = /; M1 ag = -0.65; 5HT1E antag = -5; M1 antagonist = -0.2

Next section
SMILES	Jurkat viability	S1P1 ag-PAM	HER2 expr 66K	HEK293 NFkB inh	5HT1E ag	S1P3 agonist	M1 ag	5HT1E antag	M1 antagonist
Cn1c(=O)[nH]c(=O)c2c1nc(SCC(=O)Nc1ccccc1)n2Cc1ccccc1	6	3	123	-8	0.9	-0.9	-0.5	-2	0.31
Nn1c(SC/C=C/c2ccccc2)nnc1-c1ccncc1	1	/	109	17	0.3	-1.0	-0.64	0	0.014
Nc1cc(=O)[nH]c(SCc2nc3ccccc3n2Cc2ccccc2)n1	-8	-19	106	10	0.2	-0.1	-0.1	-6	0.19
CCOC(=O)N1CCN(S(=O)(=O)c2ccc(C)c(C)c2C)CC1	-5	-7	109	14	-0.1	0.9	-0.22	-8	0.7
Cc1cc(C)nc(SCc2nnc(SCC(=O)NCc3ccco3)n2-c2ccccc2)n1	-6	11	115	15	0.1	0.2	/	-7	/
CCCCNC(=O)N1CCOCCOCCN(C(=O)NCCCC)CCOCC1	/	6	100	/	0.4	-4.3	0.059	1	-2.3*
CCOc1cc(-c2ccccc2)nc(N)n1	-6	-25	157	-4	-0.2	0.0	0.61	7	0.72
CCCN1C(=O)c2cc(C(=O)O)ccc2C1O (centres undefined)	-1	-2	89	0	0.3	-0.1	-1.5	0	0.042
COc1ccccc1N1CCN(C(=O)c2nn(-c3ccccc3OC)c(=O)c3ccccc23)CC1	7	-36	107	-4	-0.5	-0.4	-0.24	-11	0.52
Cc1cc(C)c(C#N)c(SCC(=O)Nc2ccccc2C(N)=O)n1	-4	-26	107	-10	1.2	0.9	-0.24	6	-0.68
CCn1c(Cc2ccccc2)nnc1SCC(=O)Nc1ccc2c(c1)OCCO2	-6	7	/	17	0.0	-0.9	-0.12	-5	-0.67
O=C(CSc1ccc(-c2ccc(F)cc2)nn1)N1CCCCC1	2	2	96	22	-0.6	-1.1	0.74	-9	-0.093

Part of the list above, limited to M1 antagonist and HER2 expr 66K.
SMILES	M1 antagonist	HER2 expr 66K
Nn1c(SC/C=C/c2ccccc2)nnc1-c1ccncc1	0.014	109
Nc1cc(=O)[nH]c(SCc2nc3ccccc3n2Cc2ccccc2)n1	0.19	106
CCOC(=O)N1CCN(S(=O)(=O)c2ccc(C)c(C)c2C)CC1	0.7	109

(listing goes on)
SMILES	Jurkat viability	S1P1 ag-PAM	HER2 expr 66K	HEK293 NFkB inh	5HT1E ag	S1P3 agonist	M1 ag	5HT1E antag	M1 antagonist
CC12CN3CC(C)(CN(C1)C31C(=O)N(Cc3ccccc3)c3ccccc31)C2=O (centres undefined)	5	16	88	20	0.1	0.1	0.87	-2	1
CCOC(=O)CSc1n[nH]c(-c2cccnc2)n1	-6	0	78	4	0.1	0.3	-0.44	-5	-0.74
O=C(NCCCN1CCN(c2ccccc2F)CC1)C1CCCN(S(=O)(=O)c2cnc[nH]2)C1 (centres undefined)	-5	2	78	8	0.2	-0.6	1.1	-14	0.014
CCN(CC)c1ccc(-c2nn3c(-c4n[nH]c5c4CCC5)nnc3s2)cc1	97*	-108	-29*	34	2.4	-0.9	0.29	70*	0.024
COc1ccc(C(c2nnnn2C2CCCC2)N2CCN(C3CCCC3)CC2)cc1OC (centres undefined)	-6	16	114	15	-0.3	0.0	-0.59	-2	0.54
CCCCn1c(=O)c2ccccc2c2ccccc2c1=O	0	-8	176	12	-0.8	-1.0	0.54	4	-0.046
Cc1ccc2c(c1)N(CCCC(=O)NCCCN1CCCC1=O)C(=O)CO2	-11	-5	117	8	0.7	-0.3	-1.1	2	-1.3
Cc1cccc(NC(=O)C2CCN(c3nccc(C)n3)CC2)c1	3	9	68	8	-0.2	-0.6	-0.33	-2	0.53
CC(C)(C)NC(=O)Nc1ccccc1C(N)=O	-10	-1	58	6	0.4	0.2	0.16	-13	-1.8
COCCNC(=O)CN1c2ccccc2CC1C (centres undefined)	-1	6	93	12	-0.1	0.3	-0.4	0	0.58
CCc1ccc2c(c1)c1nc(C)sc1n2CC	-3	-7	90	17	-0.9	-0.3	0.92	2	0.89
COc1ccc(S(=O)(=O)N(CC(=O)N2CCN(C)CC2)c2ccc(C)cc2)cc1OC	/	/	57	20	-1.2	/	-0.59	-2	-0.37

(continued)
Compound	Jurkat viability	S1P1 ag-PAM	HER2 expr 66K	HEK293 NFkB inh	5HT1E ag	S1P3 agonist	M1 ag	5HT1E antag	M1 antagonist
Cc1ccc(-n2c(Cc3cccn3C)nnc2SCC(=O)N2CCc3ccccc32)cc1	-1	-42	87	5	0.2	-0.4	0.33	-9	-0.73
Cc1ccc(C(=O)n2cnnc2N)cc1C	0	-1	82	12	-0.8	-0.2	0.042	2	-0.29
CCN=C1SC(CC(=O)Nc2ccc(C)cc2)C(=O)N1CC (centres undefined)	-4	15	107	6	1.0	0.0	5.2*	-8	-1.3
COCCn1c(SCCN2CCOCC2)nc2c1c(=O)[nH]c(=O)n2C	4	-12	86	16	1.5	-0.4	0.29	-8	-0.62
COCCn1c(=O)[nH]c2cc(C(=O)NC(C)C)ccc2c1=O	/	/	69	8	-1.0	/	-0.13	-1	-0.029
COc1cc(OC)cc(C(=O)NC(C(=O)NCCN(C)C)C23CC4CC(CC(C4)C2)C3)c1 (centres undefined)	13	2	110	-6	0.1	0.6	-0.55	6	-0.43
Cc1nn(Cc2ccc(Cl)cc2)c(C)c1NC(=O)C1CC=CCC1C(=O)O (centres undefined)	2	-5	87	9	-0.4	0.3	-0.56	-1	0.0036
CNS(=O)(=O)c1cccc2cccnc12	/	/	113	10	0.0	/	-1.1	-12	0.16
CC1(C)CC(=O)C(C2(O)C(=O)N(Cc3ccccc3)c3ccccc32)CO1 (centres undefined)	-5	4	150	20	-0.4	0.0	-0.044	-2	0.47
O=C(Nc1ccc(N2CCOCC2)c(Cl)c1)c1ccco1	0	7	118	-30	-1.2	-1.5	0.79	-3	0.038
COC(=O)C1=C(C)Nc2nnnn2C1c1cc(OC)ccc1OC (centres undefined)	3	-4	115	13	0.9	-1.6	-0.0022	-3	0.033
CC1CC(=O)N(CC(=O)Nc2ccc3c(c2)OCO3)c2ccccc2S1 (centres undefined)	1	0	73	12	-1.1	-0.9	-0.21	-6	0.031
O=C(CNC(=O)c1ccccc1)NCCc1nc2ccccc2[nH]1	-7	-12	85	10	0.0	-1.1	-0.071	-7	1.6
O=C(CSc1nnc2c3cc(F)ccc3nc(-c3ccccc3)n12)N1CCOCC1	9	-12	80	16	-1.3	-1.3	-0.63	5	0.14
CC1(C)CC(=O)C=C(Nc2ccc(OCC(F)(F)C(F)F)cc2)C1	0	/	86	13	-0.3	-1.5	-0.052	-3	0.25
CC(C)n1c(SCC(=O)N2CCCc3ccccc32)nc2c1c(=O)n(C)c(=O)n2C	-6	15	123	-11	0.0	-0.2	0.65	0	0.32
COc1ccccc1CNc1ncnc2c1nnn2Cc1ccccc1	-2	18	89	6	0.8	-0.9	0.47	-1	0.73
Cc1ccccc1CSCC(=O)NC(=O)NCc1ccco1	0	-16	93	-2	-0.3	-0.1	1.2	-5	0.5
Cc1cc(NC(=O)CSc2nccn2-c2ccc(F)cc2)no1	-2	1	106	3	-0.5	-0.7	1	-8	0.37
O=S(=O)(c1ccc(Cl)cc1)N1CCSC1c1ccco1 (centres undefined)	3	2	82	15	-0.1	-0.5	-1.4	26	-0.72
CCN(CC)C(=O)CC(c1ccc(F)cc1)c1ccco1 (centres undefined)	-4	14	89	23	0.5	0.2	0	-11	-0.034
Cc1noc(C)c1CSc1nnc(-c2cccnc2)n1C1CCCCC1C (centres undefined)	7	-10	121	33	0.1	-0.9	-1.4	-1	-0.39
COc1ccc(-n2c(C)cc(C(=O)COC(=O)Cn3cnc4ccccc43)c2C)cc1	18	58	78	18	0.3	-1.1	5.5*	3	-3.4*
Cc1c(S(=O)(=O)Nc2ccc3c(c2)OCCO3)c(=O)n(C)c(=O)n1C	-3	-11	96	2	-0.1	-0.1	0.54	1	-1.4
